High-throughput results deposited in PubChem by Johns Hopkins Ion Channel Center.
hERG protect: hERG (human) protection from proarrhythmic block | CHO-hERG, FluxOR thallium flux, dofetilide IC70 present | activation (rescue from dofetilide block), less the hit threshold, % at 10 µM | 310,000 compounds, 0.51% hits;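 active = activation above the mean of controls blocked by dofetilide plus 5 SD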;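 also: thallium influx through hERG after potassium depolarization seen as dye fluorescence rise; in these data hits start at about 4.7%; inactives centre near -7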
TMEM16A act: activators or potentiators of mouse TMEM16A chloride channel; AID 623877; B-score at 10 µM; HEK293 TMEM16A/YFP-H148Q/I152L, iodide quench fluorescence; hits give low values; 340,000 compounds, 0.3% hits;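 active = fluorescence-ratio B-score plate-corrected deviation score at least 3 library SD below zero, with starting fluorescence score within 5 deviations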;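 also: channel opened by trigger with iodide after compound preincubation; score built on the fluorescence ratio of max minus min over baseline; more negative score means more quench and so TMEM16A activation or potentiation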
Target sequence (Q8BHY3 whole entry, looked up): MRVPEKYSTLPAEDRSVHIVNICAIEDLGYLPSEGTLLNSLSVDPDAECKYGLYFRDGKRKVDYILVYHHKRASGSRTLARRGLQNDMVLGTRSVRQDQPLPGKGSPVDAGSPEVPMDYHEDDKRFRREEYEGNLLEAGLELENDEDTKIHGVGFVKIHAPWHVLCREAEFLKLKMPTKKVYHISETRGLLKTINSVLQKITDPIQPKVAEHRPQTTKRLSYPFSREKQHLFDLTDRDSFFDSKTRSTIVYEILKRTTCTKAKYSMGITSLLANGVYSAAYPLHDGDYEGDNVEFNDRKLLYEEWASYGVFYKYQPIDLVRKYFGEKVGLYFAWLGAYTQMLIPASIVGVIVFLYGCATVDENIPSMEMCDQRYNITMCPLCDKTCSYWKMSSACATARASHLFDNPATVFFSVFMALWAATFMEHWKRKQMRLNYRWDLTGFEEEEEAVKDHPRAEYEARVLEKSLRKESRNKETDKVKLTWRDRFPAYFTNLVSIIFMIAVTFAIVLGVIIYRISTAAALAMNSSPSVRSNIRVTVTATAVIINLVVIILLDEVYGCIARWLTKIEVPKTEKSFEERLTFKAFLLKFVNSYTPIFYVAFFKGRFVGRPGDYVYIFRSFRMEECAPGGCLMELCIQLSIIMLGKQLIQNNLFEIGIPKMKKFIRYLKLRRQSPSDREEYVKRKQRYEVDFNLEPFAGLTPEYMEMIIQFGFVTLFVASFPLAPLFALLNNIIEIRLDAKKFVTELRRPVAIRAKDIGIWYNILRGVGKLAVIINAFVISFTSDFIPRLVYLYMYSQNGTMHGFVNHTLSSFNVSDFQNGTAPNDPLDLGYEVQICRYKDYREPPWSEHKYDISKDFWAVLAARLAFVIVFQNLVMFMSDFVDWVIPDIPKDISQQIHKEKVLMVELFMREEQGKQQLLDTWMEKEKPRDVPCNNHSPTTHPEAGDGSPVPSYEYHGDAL
KCNK9 block: inhibitors of human KCNK9 two-pore domain potassium channel; HEK293 KCNK9, FluxOR thallium flux fluorescence; hits give low values; B-score at 10 µM; 310,000 compounds, 1.2% hits; AID 488922;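 active = ratio B-score over 3 SD below the library mean, with starting fluorescence within 5 SD of its mean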;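 also: negative B-score means less thallium flux so channel inhibition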
KCNK3 inh: human KCNK3 channel inhibition, primary screen | 340,000 compounds, 0.84% hits | CHO-KCNK3 thallium flux, FluxOR fluorescence; hits give low values | AID 602410 | O14649 | B-score at 10 µM;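 active = B-score under library mean minus 4 SD, starting fluorescence ratio at most library mean plus 5 SD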;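 also: more negative B-score means stronger inhibition of thallium flux through KCNK3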
ANO1 block: mouse TMEM16A channel inhibition, primary screen. HEK293 TMEM16A/YFP iodide influx fluorescence, ionomycin. 310,000 compounds, 1.2% hits. Q8BHY3. AID 588511. normalized B-score (activity score, 25-100; higher = stronger inhibition) at 10 µM;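 active = ratio plate-corrected score three or more library SD toward inhibition, starting fluorescence score within five deviations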;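 also: score derived from kinetic fluorescence span divided by baseline fluorescence per well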
MrgX1 ag: human MrgX1 receptor agonism, primary screen | Q96LB2 | MrgX1-HEK293 cells, Fluo-4 calcium fluorescence, agonist mode; hits give high values | B-score at 10 µM | 310,000 compounds, 0.44% hits | AID 588627;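 active = calcium response B-score plate-corrected fluorescence ratio at least 3 library SD, with starting fluorescence B-score inside 5 SD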
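Assay system: MrgX1-expressing HEK293 cells / Amount: fifteen thousand cells per well / Doses: test compound in the initial addition of three / Timing: cells plated overnight, dye loaded 0.5 h 37 °C, 0.5 h room temperature / Technique: kinetic calcium dye fluorescence, Fluo-4 NW / Control set: positive and negative controls per plate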
RGS4 inh: human RGS4 inhibition. P49798. HEK293 M3R/RGS4 inducible, Fluo-4 calcium flux; hits give high values; triggered by carbachol at its EC20. B-score at 10 µM. 310,000 compounds, 0.45% hits. AID 463165;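 active = B-score, a plate-corrected calcium signal, over three deviations above library mean, with baseline fluorescence within five deviations of library mean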;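 also: RGS4 expression induced by doxycycline in cells with stable M3 receptor; B-score is computed from the integrated fluorescence ratio over baseline after carbachol; higher B-score means a larger calcium signal and so more RGS4 inhibition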
KCNQ1 block: inhibitors of human KCNQ1 potassium channel; AID 2642; CHO-K1 KCNQ1, FluxOR thallium flux fluorescence; hits give high values; P51787; 310,000 compounds, 1.3% hits; B-score at 10 µM;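 active = compounds whose thallium flux B-score, printed positive for inhibition, exceeds three library SD while starting fluorescence stays within three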;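 also: channel opened by potassium depolarization with thallium stimulus after 20 min compound exposure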
RGS4 act: potentiators or activators of RGS4; HEK293 M3R/inducible RGS4, carbachol calcium flux Fluo4; hits give low values; B-score at 10 µM; 310,000 compounds, 0.92% hits;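 active = B-score of the integrated calcium signal more than 4 SD below the library mean, with starting fluorescence not abnormally high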;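 also: negative B-score means reduced calcium response which marks RGS4 activation or potentiation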
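System: HEK293 FlpIn-TREx cells, stable M3R, doxycycline-inducible RGS4. Timing: overnight RGS4 induction, 30 min dye load 37 °C, 20 min compound RT. Also added: carbachol, ECmax concentration. Measured by: Fluo4 fluorescence kinetic imaging of calcium. Evaluation: integrated calcium ratio converted to B score.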
KCNQ1 pot: potentiates or activates the human KCNQ1 potassium channel. P51787. CHO-K1 KCNQ1, thallium flux FluxOR fluorescence; hits give high values. B-score at 10 µM. 310,000 compounds, 0.35% hits. AID 2648;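 active = fluorescence ratio B-score, a plate-corrected score, at least three library SD, with initial intensity B-score within 5 SD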
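Medium – assay buffer, equal DMSO in all wells · Material – CHO-K1 cell line with stable KCNQ1 potassium channel expression · Signal – kinetic FluxOR thallium fluorescence, 10-s 1-Hz baseline, 110-s post-stimulus read · Compound – single concentration per compound, DMSO matched to controls · Schedule – 37 °C overnight plating, 90-min dark dye load, 20-min compound pretreatment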
MrgX1 allo act: human MrgX1 positive allosteric modulation, primary screen. MrgX1-HEK293, Fluo-4 calcium flux, FDSS; hits give high values. B-score at 10 µM. 310,000 compounds, 0.63% hits. AID 588675;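 active = plate-corrected calcium response at least 3 library SD above typical, normal starting fluorescence, not activating the receptor alone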;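 also: compound read alongside a low EC10 to EC30 dose of BAM8-22 agonist; peak minus trough fluorescence over baseline measured at the second addition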
An asterisk follows results filed as active; i = inactive; nt = no result given.

structure | hERG protect | TMEM16A act | KCNK9 block | KCNK3 inh | ANO1 block | MrgX1 ag | RGS4 inh | KCNQ1 block | RGS4 act | KCNQ1 pot | MrgX1 allo act
COc1ccc(C(=O)N=S2CCN(C(=O)c3ccc(Cl)cc3)CC2)cc1 | -5.9 | i | i | i | i | i | i | i | i | i | i
O=C(Nc1ccc(Br)cc1)c1ccco1 | -0.8 | i | i | i | i | i | i | i | i | i | i
C/C(=N\S(=O)(=O)c1ccc(C)cc1)N(C)C | -7.1 | i | i | i | i | i | i | i | i | i | i
NS(=O)(=O)c1ccc(S(=O)(=O)c2ccccc2)nc1 | -5.4 | i | i | i | i | i | i | i | i | i | i
Cc1ccc(C2=NN(CC(=O)NCCN(C)C)C(=O)CC2)cc1 | -0.3 | i | i | i | i | i | i | i | i | i | i
O=C(NCc1ccncc1)c1cccc(F)c1 | -5.5 | i | i | i | i | i | i | i | i | i | i
CCCOc1ccc(CC(CC(=O)O)(C(=O)O)C(=O)O)cc1 | -8.5 | i | i | i | i | i | i | i | i | i | i
COC(=O)C1=NNC2(c3ccc(C)cc3)C(=O)N(c3ccc(C)cc3)C(=O)C12 (configuration not stated) | -10.0 | i | i | i | i | i | i | i | i | i | i
NS(=O)(=O)c1ccc(N/N=C/c2ccc(C(=O)O)cc2)c([N+](=O)[O-])c1 | -9.2 | i | i | i | i | i | i | i | i | i | i
Cc1c(C)n(CCc2c[nH]c3ccccc23)ccc1=O | -7.5 | i | i | i | i | i | i | i | i | i | i
Cc1[nH]c2ccccc2c1N=Nc1c(C)n(C)n(-c2ccccc2)c1=O | -8.5 | i | i | i | i | i | i | i | i | i | i
CCn1c(C(O)c2ccccc2)nc2ccccc21 (configuration not stated) | -1.9 | i | i | i | i | i | i | i | i | i | i
CC(C)(C)n1nc2c(c1NC(=O)COc1ccc(Cl)cc1)CS(=O)(=O)C2 | -8.2 | i | i | i | i | i | i | i | i | i | i
CCc1cccc(NS(=O)(=O)c2c(C)n[nH]c2C)c1 | -3.0 | i | i | i | i | i | i | i | i | i | i
CCCC(=O)Nc1ccc(Br)cn1 | -10.6 | i | i | i | i | i | i | i | i | i | i
CC(C)CCN1C(=O)c2ccc(C(=O)Nc3ccccc3C(=O)O)cc2C1=O | -13.0 | i | i | i | 25* | i | i | i | -7.09* | i | i
O=P(c1ccccc1)(c1ccccc1)C(O)c1ccc(Br)cc1 (configuration not stated) | -4.6 | i | i | i | i | i | i | i | i | i | i
Cc1cc(S(=O)(=O)NCc2ccccc2)ccc1OCC(=O)NCc1ccncc1 | -8.9 | i | i | i | i | i | i | i | i | i | i
Cc1c(C(=O)N2CCCc3ccccc32)oc2ccc(S(=O)(=O)N3CCOCC3)cc12 | -11.6 | i | i | i | i | i | i | i | i | i | i
Cc1ccc(-c2cc(C(=O)NCc3cccs3)no2)cc1 | -1.1 | i | i | i | i | i | i | i | i | i | i
O=C(COC(=O)CCC(=O)c1ccc(Cl)cc1)NCC1CCCO1 (configuration not stated) | -1.8 | i | i | i | i | i | i | i | i | i | i
O=C(NC1CCCCC1)C1CC(=O)N(c2ccc(Cl)cc2)C1 (configuration not stated) | -6.5 | i | i | i | i | i | i | i | i | i | i
COCCCNC(=O)C1CC(=O)N(c2ccc(C)cc2)C1 (configuration not stated) | -7.0 | nt | i | i | i | i | i | i | i | i | i
O=C(Nc1ccccc1)c1cc([N+](=O)[O-])ccc1Cl | -6.6 | i | i | i | i | i | i | i | i | i | i
COc1ccc(-c2nc3ccccc3c(=O)n2-c2c(C)n(C)n(-c3ccccc3)c2=O)cc1 | -1.6 | i | i | i | i | i | i | i | i | i | i
CC12CS(=O)(=O)CC1SC(=S)N2c1ccccn1 (configuration not stated) | -9.1 | i | i | i | i | i | i | i | i | i | i
O=C(Cn1ncc(Cl)c(Cl)c1=O)c1ccc(Cl)cc1 | -4.2 | i | i | i | i | i | i | i | i | i | i
O=C(CSc1nccn(-c2ccc(F)c(Cl)c2)c1=O)NC1CCCC1 | -1.4 | i | i | i | i | i | i | i | i | i | i
C=CCC(c1ccccc1)N(C(C)=O)c1ccco1 (configuration not stated) | -5.6 | i | i | i | i | i | i | i | i | i | i
CCC(=O)c1ccc(OCC(=O)N2CCN(c3ccccn3)CC2)cc1 | -15.1 | i | i | i | i | i | i | i | i | i | i
Cc1ccccc1-n1c(SCc2c(C)noc2C)nnc1-c1ccncc1 | -15.4 | i | i | i | i | i | i | i | i | i | i
Cc1ccc(NC(=O)C(Cc2ccccc2)n2cccc2)cc1 (configuration not stated) | -10.0 | i | i | i | i | i | i | i | i | i | i
COc1ccc(CN2C(=O)/C(=C/c3ccncc3)SC2=S)cc1 | -14.2 | i | i | i | i | i | 10.9* | i | i | i | i
CSc1ccc(CN(C)C(=O)c2cccc(S(=O)(=O)NCc3ccccc3)c2)cc1 | -7.5 | i | i | i | 100* | i | i | i | i | i | i
Cc1cc(/C=N/n2cnnc2)c(C)n1-c1cc(Cl)ccc1Cl | -6.8 | i | i | i | i | i | i | i | i | 12* | i
COc1ccc(N(CC(=O)NN=C2CCN(C)CC2)S(=O)(=O)c2ccccc2)c(OC)c1 | -6.3 | i | i | i | i | i | i | i | i | i | i
Cc1ccccc1S(=O)(=O)Cc1ccc(C(=O)NC(C)c2ccc3c(c2)OCCO3)o1 (configuration not stated) | -17.8 | i | i | i | i | i | i | i | i | i | i
COc1ccc(N)cc1-n1cnnn1 | -13.0 | i | i | i | i | i | i | i | i | i | i
Cn1c(=S)[nH]c2cccnc21 | 3.8 | i | i | i | i | i | i | i | i | i | i
O=c1[nH]c2ccc(Cl)cc2c(O)c1-c1ccccc1 | -4.9 | i | i | i | i | i | i | i | i | i | i
CCCCCCNC(=O)c1c(O)c2ccccc2[nH]c1=O | -10.8 | i | i | i | i | i | i | i | i | i | i
Cc1cc(C)n(C(=O)CN2C(=O)c3ccccc3C2=O)n1 | 3.5 | i | i | i | i | i | i | i | i | i | i
CCCCCC(=O)Nc1ccc(S(=O)(=O)Nc2cc(OC)nc(OC)n2)cc1 | -10.2 | i | i | i | i | i | i | i | i | i | i
CCOC(=O)c1sc(C)c(C(=O)NC2CCCCC2)c1N | -10.0 | i | i | i | i | i | i | i | i | i | i
O=C(NCCn1ccc2ccccc21)C1CCCCC1 | -7.7 | i | i | i | i | i | i | i | i | i | i
CC(C)S(=O)(=O)c1csc(NC(=O)Nc2ccc(Cl)cc2)c1 | -25.7 | i | i | i | i | i | i | i | i | i | i
O=c1cc(CSc2nc3cc(Cl)ccc3o2)nc2sccn12 | -4.8 | i | i | i | i | i | i | i | i | i | i
Cc1cc(NC(=O)C(C)Sc2nc(-c3ccccc3)cc(=O)[nH]2)no1 (configuration not stated) | -2.7 | i | i | i | i | i | i | i | i | i | i
CNC(=O)CSc1nnc(-c2cccnc2)n1-c1ccc(C)cc1 | -9.0 | i | i | i | i | i | i | i | i | i | i
CCOC(=O)Cc1csc(NC(=S)NC(=O)c2ccccc2C)n1 | 1.9 | i | i | i | i | i | i | i | i | 16* | i
COC(=O)C1(C)NC(c2ccc(Cl)cc2)C2C(=O)N(c3ccccc3)C(=O)C21 (configuration not stated) | -6.7 | i | i | i | i | i | i | i | i | i | i
CC(Sc1nnc(NC(=O)c2cc3ccccc3oc2=O)s1)c1ccccc1 (configuration not stated) | -3.1 | i | i | i | i | i | i | i | i | i | i
Cc1onc(-c2ccccc2)c1C(=O)NC(=S)NNC(=O)c1ccco1 | -12.6 | i | i | i | i | 60* | i | i | i | i | i
CCOC(=O)Cc1csc(/N=C/c2c(O)n(-c3ccc(C)cc3C)c(=O)c3ccccc23)n1 | -11.1 | i | i | i | i | i | i | i | i | i | i
CCc1ccccc1OCCCN1CCCC1 | -1.2 | i | i | i | i | i | i | i | i | i | i
CSc1cccc(CN2CCC(CCC(=O)NC3CC3)CC2)c1 | -16.1 | i | i | i | i | i | i | i | i | i | i

Going on with the list.
structure | hERG protect | TMEM16A act | KCNK9 block | KCNK3 inh | ANO1 block | MrgX1 ag | RGS4 inh | KCNQ1 block | RGS4 act | KCNQ1 pot | MrgX1 allo act
CCOC(=O)C1CCN(c2nc(-c3ccc(C)cc3)nc3ccccc23)CC1 | -14.9 | i | -8.16* | -9.21* | i | i | i | i | i | i | i
CCOC(=O)C(NC(=O)CC)(Nc1ccc(S(=O)(=O)Nc2onc(C)c2C)cc1)C(F)(F)F (configuration not stated) | -2.9 | i | i | i | i | i | i | i | i | i | i
O=C(NNS(=O)(=O)c1ccccc1)c1ccncc1 | -5.8 | i | i | i | i | i | i | i | i | i | i
COc1cccc(-c2c(NC(=O)c3ccco3)n(-c3ccc(C)cc3)nc(C)c2=O)c1 | -3.6 | i | i | i | i | i | i | i | i | i | i
Nn1c(SCc2cc([N+](=O)[O-])cc3c2OCOC3)nnc1-c1ccccn1 | -5.9 | i | i | i | i | i | i | i | i | i | i
CNc1nc2[nH]c(=O)c3c(c2s1)OC(N)=C(C#N)C3c1cccc(F)c1 (configuration not stated) | -9.0 | i | i | i | i | i | i | i | i | i | 17.4*
Cc1ccc(NC(=O)CN(C)Cc2nc3ccccc3c(=O)[nH]2)c(Br)c1 | -15.7 | i | i | i | i | i | i | i | i | i | i
CCCCN(C)CCCNC(=O)c1cn(CC)c2ccc(S(=O)(=O)N3CCOCC3)cc2c1=O | -3.8 | i | i | i | i | i | i | i | i | i | i
NC(=O)Cc1ccc(C(=O)c2ccc(Cl)cc2)s1 | -1.8 | i | i | i | i | i | i | i | i | i | i
CCOc1cc(C(=O)Nc2ccc3c4c(cccc24)C(=O)N3CC)cc(OCC)c1OCC | -16.9 | i | i | i | i | i | i | i | i | i | i
N=C1C(=O)OCC1c1ccccc1NC(=O)Nc1ccccc1 (configuration not stated) | -4.6 | i | i | i | i | i | i | i | i | i | i
O=C(Nc1ccc(S(=O)(=O)Nc2ccccc2)cc1)C1CC1 | -8.4 | i | i | i | i | i | i | i | i | i | i
